PfHsp90 set2 – inhibits growth of yeast expressing Plasmodium falciparum Hsp90; S. cerevisiae expressing PfHsp90, BacTiter-Glo ATP, 48 h; yeast lacking PDR1 and PDR3 efflux regulators; inhibition, % at 9.4 µM; 310,000 compounds, 0.32% hits;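 active means every replicate shows inhibition above about 80%, whatever the replicate mean, limit read from the data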;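 further: 0% = DMSO neutral controls and 100% = 20 µM radicicol positive controls; yeast relying on Plasmodium falciparum Hsp90 in place of its own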
Ecoli viability – counter-screen for AddAB inhibitors: E. coli growth inhibition | 330,000 compounds, 0.27% hits | inhibition, % at 11.9 µM | AID 449728 | E. coli V3065 growth, OD600 absorbance, 18 h;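 active means inhibition above the campaign's mean inhibition across all tested compounds plus 3 SD, cut at about 9.9% in these data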;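 further: uninfected addAB+ strain grown without phage in ampicillin broth; 0% = DMSO wells and 100% = ciprofloxacin 0.95 µg/ml wells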
HTR5A ag ctr – activates human HTR5A in OPRM1-OPRD1 agonist counter-screen; P47898; HTR5A agonist assay, luminescence, cell-based; activation, % at 9.3 µM; 340,000 compounds, 0.61% hits; in the data active means activation mostly above about 9.5%, no sharp cut-off; inactive means mostly below about 7.6%;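 further: 0% = cells with vehicle only and 100% = reference agonist; strong numbers were not always called active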
OPRM1-OPRD1 ag – agonists of human mu-delta opioid receptor heterodimerization. AID 504326. cells, OPRM1-OPRD1 heterodimerization, luminescence. 340,000 compounds, 0.3% hits. P35372+P41143. activation, % at 9.3 µM; in the data active means activation above about 18%;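 further: 0% = vehicle-treated cells and 100% = reference agonist; values of inactives mirror those of a sister screen read the other way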
Target sequence (P35372 whole entry, looked up): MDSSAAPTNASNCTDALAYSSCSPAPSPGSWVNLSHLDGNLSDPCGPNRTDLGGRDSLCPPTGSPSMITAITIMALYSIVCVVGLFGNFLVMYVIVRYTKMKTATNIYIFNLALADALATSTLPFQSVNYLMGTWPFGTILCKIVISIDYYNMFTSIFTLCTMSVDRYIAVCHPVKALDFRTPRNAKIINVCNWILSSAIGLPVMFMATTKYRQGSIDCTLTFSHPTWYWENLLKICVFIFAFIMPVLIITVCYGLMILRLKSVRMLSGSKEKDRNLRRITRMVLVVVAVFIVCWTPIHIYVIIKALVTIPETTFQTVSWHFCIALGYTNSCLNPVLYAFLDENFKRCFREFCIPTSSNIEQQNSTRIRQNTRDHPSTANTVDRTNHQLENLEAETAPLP
Target sequence (P41143 whole entry, looked up): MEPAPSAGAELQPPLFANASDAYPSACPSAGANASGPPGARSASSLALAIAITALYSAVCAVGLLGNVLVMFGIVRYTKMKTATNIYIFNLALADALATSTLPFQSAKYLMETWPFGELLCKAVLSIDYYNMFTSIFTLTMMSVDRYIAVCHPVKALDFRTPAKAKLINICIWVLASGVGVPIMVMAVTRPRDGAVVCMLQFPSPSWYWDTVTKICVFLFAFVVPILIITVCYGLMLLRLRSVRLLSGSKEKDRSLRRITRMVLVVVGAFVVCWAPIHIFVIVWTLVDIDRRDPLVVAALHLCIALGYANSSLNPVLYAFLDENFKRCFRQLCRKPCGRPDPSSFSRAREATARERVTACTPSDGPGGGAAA
AddAB inh – less growth of phage-infected E. coli with AddAB; inhibition, % at 11.9 µM; E. coli expressing H. pylori AddAB, absorbance growth; 330,000 compounds, 0.29% hits; in the data active means inhibition above about 12%;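 further: 0% = vehicle wells of infected cells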
MOR-DOR inv ag – inverse agonist of human OPRM1-OPRD1 heterodimerization | P35372+P41143 | cell-based MOR-DOR heterodimer luminescence, inverse agonism | inhibition, % at 9.3 µM | 340,000 compounds, 0.21% hits; in the data active means inhibition above about 22%, passing the limit was not always enough;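 further: 0% = cells with DMSO and 100% = wells without cells with DMSO; values of inactives mirror those of a sister screen read the other way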
HTR5A inv ag – inverse agonist of human HTR5A in OPRM1-OPRD1 counter-screen; P47898; HTR5A cell line, luminescence, inverse agonism; inhibition, % at 9.3 µM; 340,000 compounds, 0.083% hits; AID 504634; in the data active means inhibition mostly above about 23%, no sharp cut-off; inactive means mostly below about 18%;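 further: 0% = cells with DMSO and 100% = no-cell wells with DMSO; some compounds called inactive have numbers as strong as hits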
PKA-R1A act – activators of PKA-R1A complex | PKA-R1A dissociation, Cy5-IP20 fluorescence polarization; scaled: DMSO 0%, 113 µM cGMP 100% | activation, % at 11.4 µM | 340,000 compounds, 0.083% hits | AID 504707;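 active means percent activation above the mean of all tested compounds plus 3 SD, cut at about 19% in these data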;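 further: higher means more PKAc released from R1A so a rise in polarization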
phage Ecoli inh – E. coli growth loss with phage present | 360,000 compounds, 0.26% hits | growth absorbance | AID 651602 | inhibition, % at 11.9 µM; in the data active means inhibition above about 11%
SUMO Mot1 rescue – SUMOylation pathway inhibition by Mot1-301 growth rescue; S. cerevisiae Mot1-301 growth rescue, ATP luminescence, 38.5C; percent above DMSO median, 100 means doubled; growth rescue, % at 18.8 µM; 320,000 compounds, 1% hits; AID 2716;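 active means every valid replicate shows activation above 250% relative to neutral control wells; inactive means the rest, any valid replicate at or below 250%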;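 further: OY570 slx delta 5 strain wells were the positive control but not used for scaling; some compounds called inactive have numbers as strong as hits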
Pemphigus Ab inh – blocks pemphigus antibody binding to human desmoglein-3. P32926. DSG3-coupled beads, scFv-anti-DSG3-GFP binding, flow cytometry; stronger effect = lower value. binding (percent of control), % at 10 µM. 310,000 compounds, 0.48% hits. AID 588358;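 active means binding more than 3 SD below its plate's average and above zero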; further: some compounds called inactive have numbers as strong as hits
An asterisk follows results filed as active; i = inactive; x = not tested or not shown.

Below each SMILES – phage Ecoli inh | HTR5A ag ctr | PfHsp90 set2 | AddAB inh | PKA-R1A act | OPRM1-OPRD1 ag | SUMO Mot1 rescue | HTR5A inv ag | Pemphigus Ab inh | Ecoli viability | MOR-DOR inv ag
- COc1ccc(C(=O)Nc2cc(OC)c(Cl)cc2Cl)cc1
    3.0 | 2 | 22 | 2.1 | 3 | 1.8 | -1 | -6 | 79 | 0.1 | -9
- CCN(CC)c1ccc(/C=N/Nc2nc(C)cc(=O)[nH]2)cc1
    0.9 | 4 | 6 | -1.3 | -11 | -0.5 | -11 | -10 | 97 | -2.7 | 2
- COc1cc(CCC(=O)OCC(=O)NCCc2ccc(S(N)(=O)=O)cc2)cc(OC)c1OC
    1.8 | 1 | -4 | -1.0 | 8 | -1.2 | 8 | 7 | x | -1.3 | 5
- O=C(CC1C(=O)NCCN1Cc1c(F)cccc1Cl)NCCC1=CCCCC1 (centres undefined)
    1.0 | -2 | 11 | -0.1 | -3 | -0.3 | -11 | 14 | 90 | 2.3 | 2
- NC(=O)/C(=C\c1ccncc1)c1cccc2ccccc12
    -1.0 | -5 | -3 | -1.4 | 13 | -2.7 | -4 | 18 | 90 | 1.4 | 14
- COc1ccc(CNC(=O)c2sc(=S)n(-c3ccccc3)c2N)cc1
    -0.8 | 3 | -4 | 2.1 | 11 | -0.7 | -1 | 5 | 112 | 1.8 | 4
- O=C(Nc1ccc(C(=O)N2CCCCC2)cc1)c1ccc(Br)cc1
    4.6 | -3 | -22 | 0.7 | -2 | 0.8 | x | 9 | 89 | 1.4 | -4
- O=C(CSc1ccc(Cl)cc1)NC1CCCc2ccccc21 (centres undefined)
    1.4 | -3 | -7 | 2.9 | -11 | 2.8 | -3 | -15 | 107 | 0.7 | -14
- Cc1cccc(NC(=O)C2C(C(=O)O)C3C=CC2C32CC2)c1C (centres undefined)
    0.6 | 5 | -3 | 0.6 | -6 | 0.6 | 0 | -13 | 110 | 0.2 | -4
- CC1CCCCN1S(=O)(=O)c1ccc2c(c1)C(C)(C)C(=O)N2C (centres undefined)
    2.7 | -1 | 16 | 5.3 | -12 | -1.5 | -3 | 4 | 108 | 1.2 | 8
- CC12CCC(C(=O)O)(c3nc4cc([N+](=O)[O-])ccc4nc31)C2(C)C (centres undefined)
    1.2 | 3 | 9 | 0.4 | -15 | -0.8 | 15 | -8 | 92 | 1.7 | 4
- C[C@@H]1C=C[C@](Cc2ccccc2)(C(=O)NCCc2c[nH]c3ccccc23)N1C(=O)c1ccccc1
    4.7 | 2 | -19 | 2.1 | -2 | -0.2 | 23 | 10 | 95 | -0.3 | 1
- CNC(=S)N/N=C/c1ccc(-c2ccc(C(=O)O)cc2)o1
    1.7 | 0 | 59 | -0.3 | -11 | -1.5 | -15 | -1 | 104 | -0.9 | 8
- O=C1CN(C(=O)COC(=O)c2ccccc2NC(=O)c2ccco2)c2ccccc2N1
    1.7 | 1 | x | 2.4 | -5 | -3.2 | -2 | -16 | x | -2.1 | 17
- O=C1[C@@H]2Cc3c([nH]c4ccccc34)C(c3ccccc3)N2C(=O)CN1C1CC1 (some centres undefined)
    3.3 | 0 | 13 | -0.1 | 0 | -4.0 | 2 | -1 | 104 | -1.7 | 18
- COc1ccccc1N(O)C1CC(=O)N(c2ccc(Br)cc2)C1=O (centres undefined)
    1.0 | 3 | x | -0.3 | -4 | 2.2 | -5 | -12 | 97 | -3.5 | -13
- CC(C)CC(=O)N1CCC(N(CCc2ccccc2)Cc2ccccc2)CC1
    0.5 | 2 | 11 | 1.0 | -5 | 5.2 | 1 | -17 | 116 | -1.9 | -29
- CCCCc1ccc(NS(=O)(=O)N(C)C)cc1
    4.3 | -2 | -29 | 2.9 | -1 | 0.9 | -3 | 2 | 100 | -0.6 | -5
- Cc1ccc(C)c(S(=O)(=O)N2CCCC2CNC(=O)c2ccc([N+](=O)[O-])cc2)c1 (centres undefined)
    1.8 | 2 | -2 | 1.0 | -5 | 4.0 | 1 | -6 | 111 | -0.2 | -27
- CC(=O)N1c2ccc(S(=O)(=O)N3CCOCC3)cc2CC1C (centres undefined)
    4.4 | -1 | -52 | 0.0 | 4 | 0.3 | 0 | -1 | 100 | -2.8 | -1
- Cc1cc(OCC(=O)OCC(=O)N(C)c2c(N)n(Cc3ccccc3)c(=O)[nH]c2=O)ccc1Cl
    4.4 | 6 | x | -2.4 | 0 | -0.7 | -2 | -17 | 101 | -3.4 | 5
- COc1ccc(Cl)cc1C(=O)NCC#N
    4.3 | 3 | x | 3.1 | -5 | -1.7 | 4 | 3 | x | 0.4 | 10
- O=c1cc(CO)oc(CN2CCN(c3cccc(C(F)(F)F)c3)CC2)c1O
    5.0 | 0 | 4 | 3.7 | -6 | -1.4 | -28 | 9 | 106 | 0.4 | 8
- COc1ccc(C2(C(=O)Nc3ccc(C)c(C)c3)CCOCC2)cc1
    4.0 | -14 | 5 | 1.7 | 1 | -4.0 | 5 | -11 | 107 | 0.8 | 19
- Cc1cc(C)c2c(c1)/C(=N/NC(=S)Nc1ccc(F)cc1)CCC2
    1.2 | -4 | -12 | -0.1 | -1 | 1.5 | -1 | 28 | 96 | -0.3 | -9
- CCOc1ccc2nc(NC(=O)c3c([N+](=O)[O-])cnn3CC)sc2c1
    3.5 | 2 | -16 | -0.8 | -1 | 1.1 | -6 | -2 | 108 | 0.0 | -6
- CCc1ccccc1NNC(=O)c1snnc1C
    2.2 | x | -16 | 2.0 | x | x | 107 | x | 93 | 0.2 | x
- COC(=O)NCc1ccc2c(c1)OCO2
    -1.2 | 3 | x | 3.6 | 8 | -1.2 | -19 | -7 | x | -0.1 | 7
- Cc1ccc(C)c(NC(=O)NNS(=O)(=O)c2ccc(C)c(C)c2)c1
    1.3 | 5 | 1 | -0.3 | 7 | -1.8 | 1 | -4 | 103 | -0.7 | 10
- Cc1cc(=O)oc2c3c(cc(OCC(=O)N[C@H](C(=O)O)c4ccccc4)c12)OC(C)(C)CC3
    4.0 | -1 | -14 | -1.5 | -2 | -2.0 | -13 | 16 | x | -2.9 | 10
- O=C(NC1=NCCS1)c1ccccc1
    0.9 | 0 | -20 | -0.1 | -13 | -3.0 | 4 | 2 | 120 | 0.4 | 15
- COc1ccc(OCCNS(=O)(=O)c2ccccc2)cc1
    3.5 | 1 | 9 | -0.7 | -7 | -0.2 | -1 | 22 | 121 | -3.7 | 1
- C[C@H](NC(=O)OCc1ccccc1)c1nnc([C@H](Cc2ccccc2)NC(=O)OC(C)(C)C)o1
    3.0 | 4 | x | 1.8 | 1 | -0.7 | 2 | 0 | 102 | 0.3 | 4
- COC(=O)C1CCN(C(=O)c2cc(S(=O)(=O)N3CCCCC3)ccc2Cl)CC1
    0.0 | 4 | x | 0.1 | -5 | -3.6 | -1 | -10 | 101 | -0.5 | 16
- COc1cccc(N2CCN(C(=O)Nc3ccc4c(c3)NC(=O)CO4)CC2)c1
    2.2 | 1 | -18 | 1.4 | -9 | -0.7 | 1 | 10 | 95 | 3.6 | 3
- O=C(COC(=O)c1cccc(O)c1)Nc1ccc(OC(F)F)cc1
    -1.4 | -2 | x | 0.3 | -9 | 0.5 | 13 | 9 | 130 | -0.2 | -2
- CCc1ccc(NC(=O)c2ccc3c(=O)n4c(nc3c2)CCCCC4)cc1
    1.1 | 1 | 3 | 2.0 | -9 | -1.7 | -1 | -4 | 99 | 0.3 | 9
- Cn1ncc(N)c1C(=O)Nc1cccc(C(F)(F)F)c1
    2.9 | 4 | -19 | 2.8 | -6 | -0.5 | 31 | 11 | 106 | 0.0 | 2
- CC(=O)N1CCN(c2ccccc2NC(=O)c2ccc(-c3cccc([N+](=O)[O-])c3)o2)CC1
    0.8 | 4 | -11 | 0.2 | -6 | -1.4 | 201 | -12 | 95 | 0.4 | 8
- CC1(C)CC(=O)C([N+](=O)[O-])=C(NCCCO)C1
    1.8 | 1 | -17 | 3.5 | 9 | -1.3 | -5 | 16 | 108 | 3.9 | 7
- Cc1ccc(NC(=O)CSc2nnc(-c3cc(C)[nH]n3)n2N)cc1
    3.2 | 3 | -4 | 5.6 | 2 | -1.5 | 8 | -8 | x | 1.3 | 8
- CCn1c2ccccc2c2nc3ccccc3nc21
    x | -3 | -44 | 2.1 | -6 | 1.6 | -12 | 16 | 111 | 0.0 | -8
- Cc1ccccc1NC(=O)CCC(=O)OCC(=O)c1ccc(-c2ccccc2)cc1
    -1.2 | 0 | -12 | 1.4 | -2 | -3.2 | -11 | 0 | x | -0.6 | 16
- C[C@@H](C(=O)Nc1ccc2ccccc2c1)[C@H]1C[C@]1(C)[C@H](NC(=O)c1cnccn1)c1ccccc1
    0.5 | 4 | x | 1.8 | 2 | -2.0 | 1 | 1 | 103 | -5.3 | 11
- CC1CCC(C(=O)NC(C(=O)Nc2ccccn2)C(C)C)CC1 (centres undefined)
    2.6 | -1 | 27 | 4.0 | 5 | 0.0 | 7 | -14 | 97 | -1.3 | 0
- CCCC(=O)c1cc2ccccc2oc1=O
    3.9 | 0 | 0 | 3.0 | 13 | -0.1 | 10 | 3 | 99 | 1.6 | 0
- COC(=O)CSc1nnc(-c2ccoc2C)n1-c1ccc(OC)cc1
    0.8 | 2 | 0 | -0.5 | 7 | -0.5 | 9 | -3 | 78 | -1.8 | 3
- Cc1ccccc1C(=O)NC(CC(C)C)C(=O)OCC(=O)c1c(N)n(C)c(=O)n(C)c1=O (centres undefined)
    6.2 | 1 | 14 | 3.6 | -10 | -0.9 | i | -6 | 104 | 1.8 | 5
- COc1ccc(NC(=S)N2CCC(c3ccccc3)C2)cc1 (centres undefined)
    2.3 | 1 | 8 | 2.7 | -2 | -0.9 | 170 | -3 | 103 | -0.3 | 4
- CCN(CC)CCNCC(=O)N1c2ccccc2CCc2ccc(NC(=O)OC)cc21
    3.1 | -2 | -1 | 0.3 | -4 | -1.5 | 25 | 9 | 95 | -0.6 | 7
- CCOC(=O)N1CCN(C(=S)Nc2ccccc2C(C)C)CC1
    1.8 | 0 | 5 | 2.2 | -1 | -1.7 | x | 0 | 102 | 0.2 | 9
- CCOC(=O)N1CCC(N2CCN(Cc3ccc(F)c(F)c3)C(CCO)C2)CC1 (centres undefined)
    2.2 | 1 | 33 | -1.1 | -1 | -1.1 | 55 | -1 | 99 | -1.5 | 8
- COc1ccc(CN2CC(C(N)=O)Oc3ccccc32)cc1F (centres undefined)
    2.0 | 2 | 23 | -3.9 | 2 | -2.8 | -1 | -6 | 106 | -1.8 | 15
- O=C1Nc2ccccc2OC1CC(=O)N1CCCC1 (centres undefined)
    2.0 | -2 | -35 | 3.4 | 4 | -1.7 | -10 | 6 | 104 | 3.4 | 9
- COc1cccc2sc3cc(NCCCN4CCOCC4)ccc3c(=O)c12
    1.1 | -1 | 24 | 0.1 | -3 | -1.1 | -7 | 0 | 102 | -1.1 | 6
